KDM5B inhibitor: inhibitors of human KDM5B histone demethylase; KDM5B demethylase, FDH-coupled NADH fluorescence (FDH is formaldehyde dehydrogenase); Potency, µM (series often up to 57.7 µM), inactives show top-dose activity change, negative = inhibition, hits mostly inhibitors; 2.6% of 220,000 active; AID 1347165; active = well fitted inhibition curve with a large enough effect; inconclusive = small, poorly fitted or top-dose-only effect; inactive = no such curve, though single readings can be large or run the other way; also: 0% is about no effect; nearly all actives have a fitted effect of over 70% in size
Target sequence (Q9UGL1 whole entry, looked up): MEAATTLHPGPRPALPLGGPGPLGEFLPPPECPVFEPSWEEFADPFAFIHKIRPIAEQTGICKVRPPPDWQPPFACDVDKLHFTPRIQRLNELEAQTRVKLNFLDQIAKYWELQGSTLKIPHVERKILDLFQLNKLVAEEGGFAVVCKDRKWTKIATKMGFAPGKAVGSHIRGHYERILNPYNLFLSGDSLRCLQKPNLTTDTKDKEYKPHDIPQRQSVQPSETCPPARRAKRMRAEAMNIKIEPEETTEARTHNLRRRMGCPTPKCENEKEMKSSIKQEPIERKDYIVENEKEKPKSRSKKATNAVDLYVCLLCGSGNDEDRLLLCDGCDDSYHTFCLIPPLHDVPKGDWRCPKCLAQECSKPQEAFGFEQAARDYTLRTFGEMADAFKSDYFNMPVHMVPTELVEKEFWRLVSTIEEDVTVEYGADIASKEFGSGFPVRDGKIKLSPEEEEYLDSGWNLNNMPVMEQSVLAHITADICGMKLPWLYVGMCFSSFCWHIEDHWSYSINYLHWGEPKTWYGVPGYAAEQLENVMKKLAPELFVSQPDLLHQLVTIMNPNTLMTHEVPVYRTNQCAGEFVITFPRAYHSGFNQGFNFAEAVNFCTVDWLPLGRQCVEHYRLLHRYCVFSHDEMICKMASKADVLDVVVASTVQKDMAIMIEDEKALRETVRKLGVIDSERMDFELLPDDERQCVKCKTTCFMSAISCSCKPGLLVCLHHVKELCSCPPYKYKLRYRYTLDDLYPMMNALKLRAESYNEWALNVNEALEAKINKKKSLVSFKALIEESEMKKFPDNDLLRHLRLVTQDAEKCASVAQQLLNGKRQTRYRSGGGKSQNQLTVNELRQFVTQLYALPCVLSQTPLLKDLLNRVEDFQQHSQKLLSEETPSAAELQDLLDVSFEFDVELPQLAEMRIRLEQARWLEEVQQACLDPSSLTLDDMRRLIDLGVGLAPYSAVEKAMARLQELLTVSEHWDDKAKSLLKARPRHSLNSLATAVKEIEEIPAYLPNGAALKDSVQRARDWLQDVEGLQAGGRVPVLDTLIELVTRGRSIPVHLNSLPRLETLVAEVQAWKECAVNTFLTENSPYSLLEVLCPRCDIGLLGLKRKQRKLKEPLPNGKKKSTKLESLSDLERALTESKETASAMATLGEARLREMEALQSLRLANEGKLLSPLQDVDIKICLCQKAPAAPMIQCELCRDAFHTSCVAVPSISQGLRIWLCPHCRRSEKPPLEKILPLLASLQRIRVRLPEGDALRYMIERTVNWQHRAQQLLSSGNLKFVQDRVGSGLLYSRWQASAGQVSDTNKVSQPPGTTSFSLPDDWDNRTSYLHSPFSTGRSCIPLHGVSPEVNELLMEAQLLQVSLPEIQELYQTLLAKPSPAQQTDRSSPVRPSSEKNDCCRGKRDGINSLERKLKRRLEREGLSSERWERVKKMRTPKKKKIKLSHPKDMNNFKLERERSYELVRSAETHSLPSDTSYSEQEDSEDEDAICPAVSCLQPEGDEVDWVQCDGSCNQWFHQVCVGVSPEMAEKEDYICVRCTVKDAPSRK
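Measured: NADH fluorescence change, 30 min, RT. System: KDM5BΔAP 200 nM final, H3K4me3 peptide, α-KG, Fe(II), ascorbate, NAD⁺ plus FDH, pH 7.5 HEPES. Compounds: titrated, 10 min pre-incubation with enzyme.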
* = called active by the depositor; i = inactive; ? = inconclusive; [ ] = remark or other dose. Potency is read from the fitted curve at half-maximal effect. Not all compounds are listed; count on the stated rates, not on these rows.

KDM5B inhibitor	SMILES
17%	Fc1ccc(Nc2c3c(nc4nncn24)CCC3)cc1
?	Cc1cccc(C(=O)Nc2ccc(-c3nc4ccccc4s3)c(C)c2)c1
-13%	Cc1ccc(-n2ccnc(NCc3ccccc3)c2=O)cc1C
-14%	Cc1cc(C)n(-c2nc3ccccc3nc2Nc2cccc(Cl)c2)n1
6%	COc1ccc(CCNC(=O)c2ccc(Nc3nc4ccccc4n4nnnc34)cc2)cc1OC
15%	CCOC(=O)N1CCN(Cc2nc3cc(NC(=O)COc4ccccc4C)ccc3n2C)CC1
12%	Oc1ccc(NCc2ccccc2OCc2ccc(Cl)cc2)cc1
?	Cc1c(O)ccc2c(CN3CCN(CCc4ccncc4)CC3)cc(=O)oc12
-6%[86.2 µM]	COc1ccccc1CC(=O)N1CCCc2ncc(C(=O)N(C)Cc3ccccc3)cc21
35µM*	COc1ccc(NC(=O)N2CC[C@@H](CC(=O)O)[C@@H](CC3=NCCc4cc(OC)c(OC)cc43)C2)cc1
8%	O=C(NC1CCCCC1)N1CCC(c2noc(C3CC3)n2)C1 (stereo not drawn)
27%	Cc1ccccc1CCNC(=O)c1cccc2ncccc12
9%	C/C(=N\NC(=O)C1CCCCC1)c1ccc(C)s1
20%	CCOc1ccc(N(CC(=O)Nc2ccc(C(N)=O)cc2)S(=O)(=O)c2ccccc2)cc1
?	Cc1cccc(Nc2nnc(-c3ccc(C)c(S(=O)(=O)NCC4CCCO4)c3)c3ccccc23)c1 (stereo not drawn)
?	COCCn1c(=O)[nH]c2cc(C(=O)NCc3ccccc3Cl)ccc2c1=O
-18%	O=C(Nc1cc(F)cc(F)c1)N1CCCC1c1nncn1C1CCCC1 (stereo not drawn)
-23%	CCOC(=O)c1cnc2cc(C(F)(F)F)ccc2c1N1CCN(c2cccc(Cl)c2)CC1
?	C/C=C/Oc1ccc(C(=O)/C(=C\c2cccnc2)c2nc3ccccc3o2)cc1
-15%	Cn1c(=O)c2c(-c3ccccc3)n3c4ccccc4nc(-c4ccccc4)c3c2n(C)c1=O
22%	CCc1cc(N2CCC3(CC2)CC(c2ccccc2)C(=O)N3C)nc(C)n1 (stereo not drawn)
32µM*	CCn1c(=O)c2ccnn2c2ccc(C(=O)NCCc3cccnc3)cc21
-23%	CC1CCc2c(sc(NC(=O)C3c4ccccc4Oc4ccccc43)c2C(=O)OC(C)C)C1 (stereo not drawn)
16%	COc1ccc(CNC(=O)Cn2ccn3nc(-c4ccc5c(c4)OCO5)cc3c2=O)cc1
?	O=C(COCc1cc(-c2ccc3c(c2)OCO3)on1)N1CCN(c2ccccc2)CC1
22µM*	O=C1CC(c2noc(-c3nccc4ccccc34)n2)CN1C1CCCCC1 (stereo not drawn)
-9%	COCCNC(=O)C1COC2(CCN(C(=O)c3cccc(OC)c3)CC2)N1C(=O)c1ccc(F)cc1 (stereo not drawn)
32µM*	c1coc(-c2ccnc(N[C@H]3CO[C@H]4[C@@H]3OC[C@@H]4NCC3CCCCC3)n2)c1
23%	Cc1c(C(C)NC(=O)CO)cnn1-c1cccc2ccccc12 (stereo not drawn)
11%	Cc1cccnc1NCCNc1nc(C(C)C)nc2c1cnn2C
-3%	CCOc1cc(C(=O)Nc2cnc3ccccc3c2)ccc1OC
-8%	Cc1nc2c(c(-c3ccc(O)cc3)n1)CN(C(=O)C1CCCC1)CC2
23%	COc1ccc(Cc2noc(CN(C)Cc3ccc(-n4cccn4)cc3)n2)cc1OC
5%[86.2 µM]	O=C(Nc1ccccc1)N[C@H]1[C@H](O)[C@@H](Sc2ccccc2)[C@@H]2OC[C@H]1O2
-4%	CCOC(=O)N1CCN(Cc2nc3cc(NC(=O)CC)ccc3n2C(C)C)CC1
3%	CCOC(=O)c1cc(-c2ccc(OC)c(S(=O)(=O)Nc3ccc(OC)cc3OC)c2)on1
-7%	Cc1cc(C)cc(C(=O)NCc2ccco2)c1
?	CC1=C[C@@H](CNC(=O)CC2(CC(=O)O)CCCC2)[C@H](C(C)C)C[C@H]1Cc1nc2ccc(C)cc2[nH]1
-10%	O=C1Nc2cc(Cl)c(Cl)cc2N(O)N1c1ccc(Br)cc1F
-2%	CN(Cc1ccccc1)C(=O)OCc1cn(Cc2ccc(C(F)(F)F)cc2)nn1
14%	COc1cccc(CN2CCCC(c3nc(-c4cccnc4)no3)CCNC(=O)CC2)c1 (stereo not drawn)
?	CC1Cc2ccccc2N1S(=O)(=O)c1nnc(NC(=O)c2ccccc2Br)s1 (stereo not drawn)
?	CC(C)CC(=O)N1CCC(N2CCCCCC2)CC1
?	O=C1N=C(N2CCOCC2)S/C1=C\c1ccncc1
?	CN(C)CCNc1oc(/C=C/c2ccccc2)nc1C#N

4 entries from above, field by field.
canonical_smiles: CC1Cc2ccccc2N1S(=O)(=O)c1nnc(NC(=O)c2ccccc2Br)s1 (stereo not drawn)
  KDM5B inhibitor: ?

canonical_smiles: CC(C)CC(=O)N1CCC(N2CCCCCC2)CC1
  KDM5B inhibitor: ?

canonical_smiles: O=C1N=C(N2CCOCC2)S/C1=C\c1ccncc1
  KDM5B inhibitor: ?

canonical_smiles: CN(C)CCNc1oc(/C=C/c2ccccc2)nc1C#N
  KDM5B inhibitor: ?

Next section.
KDM5B inhibitor	SMILES
?	COc1ccc(Br)cc1C(=O)Nc1ccccc1N1CCCC1
-16%[86.2 µM]	O=C(O)C[C@@H]1CCN(C(=O)Nc2ccc(F)cc2)C[C@@H]1CCN1CCCCC1
12%	CCOC(=O)C1CCCN(C(=O)c2ccc(Cl)c(S(=O)(=O)N3CCCCCC3)c2)C1 (stereo not drawn)
19%	Cc1cnc(C(=O)Oc2c(C)cccc2C)cn1
?	COCCn1cc2c3c(cccc31)CN(C(=O)c1c(F)cccc1Cl)CC2
2%	COc1ccccc1CNC(=O)C1(c2ccc(NC(=O)C3CC3)cc2)CCCCC1
16%	O=C(CSc1ncnc2nc[nH]c12)NCCc1ccc(Cl)cc1
-10%	COc1ccc(CC(=O)N2CCC(c3n[nH]c(=O)n3-c3ccccc3)CC2)cc1
10%[11.5 µM]	CCc1ccc(NC(=O)c2cc3ccccn3n2)cc1
28µM*	CCN(CC)C(=O)CC1COc2ccc(C(=O)NCCOC)cc2N1C (stereo not drawn)
24%	Cc1nnn(C23C[C@@H]4C[C@@H](CC(C(=O)N5CCN(c6ccccc6)CC5)(C4)C2)C3)n1
-3%	CN(Cc1cccc(C(F)(F)F)c1)[S+](=O)([O-])c1cccc(C(F)(F)F)c1
25%	CN(C(=O)CCCN1C(=O)c2ccccc2C1=O)C1CCCCC1
-16%	O=C(NNC(=S)NC(=O)c1cccnc1)c1ccc(F)cc1
?	CCn1cnnc1-c1nn(C)c2c1CN(C(=O)Cc1ccc(NC(C)=O)cc1)CC2

Shown with tabs: 3 of the compounds above.
molecule	KDM5B inhibitor
Cc1cc(C)n(-c2nc3ccccc3nc2Nc2cccc(Cl)c2)n1	-14%
COc1ccc(CCNC(=O)c2ccc(Nc3nc4ccccc4n4nnnc34)cc2)cc1OC	6%
CCOC(=O)N1CCN(Cc2nc3cc(NC(=O)COc4ccccc4C)ccc3n2C)CC1	15%

Reprinted at random: 3 entries already listed.
KDM5B inhibitor	SMILES
-16%[86.2 µM]	O=C(O)C[C@@H]1CCN(C(=O)Nc2ccc(F)cc2)C[C@@H]1CCN1CCCCC1
-3%	CN(Cc1cccc(C(F)(F)F)c1)[S+](=O)([O-])c1cccc(C(F)(F)F)c1
12%	CCOC(=O)C1CCCN(C(=O)c2ccc(Cl)c(S(=O)(=O)N3CCCCCC3)c2)C1 (stereo not drawn)

The list goes on:
KDM5B inhibitor	SMILES
-10%	CC(C)CCNC(=O)C(=O)Nc1c2c(nn1-c1ccc(Cl)cc1)CSC2
10%	O=C(NCc1ccccc1)c1ccc(S(=O)(=O)N2CCCCCC2)cc1
16%	Cn1c(=O)n([C@H]2CCCN(C(=O)c3cnccn3)C2)c2ncccc21
9%	Cc1ccccc1-c1cc(C(=O)N2CCOCC2)c2ccccc2n1
-13%	COc1cc(NC(=O)C2=CC(c3ccco3)=NS(=O)(=O)N2C)cc(OC)c1OC
-16%	Cc1ccc(-n2c3c(c(=O)[nH]c2=O)C(NS(=O)(=O)c2ccc(Cl)cc2)(C(F)(F)F)C(=O)N3)cc1 (stereo not drawn)
?	Cc1ccccc1C(=O)NC1CCN(c2cc(-c3ccc(F)cc3)[nH]n2)C1 (stereo not drawn)
-8%	N#CC1=C(N)OC2=C(C(=O)CCC2)C1c1ccc(-c2c(Cl)cc(Cl)cc2Cl)o1 (stereo not drawn)
28µM*	O=C(NCCN1CCOCC1)c1ccc2nc(-c3ccccc3)cn2c1
-9%	CCC1=Nc2cc(C(=O)NCC3CCCO3)ccc2Sc2ccc(Cl)cc21 (stereo not drawn)
-134%[11.5 µM]	CCCOC(=O)c1c(NC(=O)c2nc3ncccn3n2)sc(C(=O)OCC)c1C
-13%	Cc1ccccc1CN1CCC(n2nccc2NC(=O)c2cccnc2)CC1
-82%	CCc1cccc(OCC(=O)Nc2ccc(S(=O)(=O)Nc3cc(C)nc(C)n3)cc2)c1
-11%	O=C(c1cccc(Cl)c1)N1CCN(C2CCN(Cc3ccccn3)C2=O)CC1 (stereo not drawn)
2%	Cc1oc2cc(OCC(=O)Nc3ccc(N4CCOCC4)cc3)ccc2c(=O)c1-c1ccccc1
-18%	O=C(Cn1cccc1-c1nc(-c2ccc3c(c2)OCO3)no1)NCCc1ccc(Cl)cc1
?	OCC1CN(C2CCC2)CC12CCN(Cc1ccsc1)CC2 (stereo not drawn)
22%	COc1ccc(C(=O)Nc2cc(-n3cnnn3)ccc2N2CCCCC2)cc1Br
21%	CC1CCC(C(=O)NC(C(=O)O)C(C)C)CC1 (stereo not drawn)
-6%	O=C(Nc1cnc(-c2ccc(Cl)cc2)nc1)C1CCC1
i	CCC(=O)Nc1nn(CC(C)C)c2nc3ccc(C)cc3cc12
29%	COc1ccc(NC(=O)CC2Sc3ccccc3NC2=O)cc1OC (stereo not drawn)
-4%	CCn1c(C)c(C2N3CC4(C)CN2CC(C)(C3)C4=O)c2ccccc21 (stereo not drawn)
-4%	COc1cc(C(=O)OCc2cccc(C(F)(F)F)c2)ccc1OCc1ccc(Cl)cc1Cl
i	CCOP(=O)(OCC)c1nc(-c2cccc3ccccc23)oc1N1CCOCC1
-10%	COc1ccc(CC(=O)NC[C@@H]2C=C(C)[C@H](Cc3nc4ccncc4[nH]3)C[C@H]2C(C)C)cc1
-5%	COc1ccccc1Cn1cc(C(=O)c2ccc(Cl)cc2)c(=O)c2ccccc21
5%[86.2 µM]	CN(Cc1ccccc1)Cc1cc(CC2(NCc3ccc(CO)o3)COC2)no1
?	CCn1c(=O)c(=O)[nH]c2cc(C(=O)N(C)Cc3ccc(OC)c(F)c3)ccc21
15%	O=C(Nc1ccccn1)c1cc(-c2ccncc2)nc2ccccc12
48%	Cc1ccc([C@H]2CN(C(=O)c3[nH]nc(N)c3-c3ccccc3)C[C@@H]2N)o1
-40%	N#Cc1nc(-c2ccccc2F)oc1NCCc1ccccc1
-7%	O=C(COc1ccc(Br)cc1)NCCCNC(=O)c1cnccn1
-4%	CC1CCN(c2nc3nonc3nc2Nc2cccc(Br)c2)CC1
-8%	O=C(c1ccc2c(c1)OCCO2)N(Cc1cccnc1)c1nc2ccc(Cl)cc2s1
?	O=C(O)Cn1ccc2cc(OCCc3cccc(-c4ccccc4)c3)cnc21
?	COc1ccc(Nc2oc(-c3ccc(COc4ccc(OC)cc4)o3)nc2C#N)cc1
?	COC(=O)c1ccc(C(=O)OC)c(=O)[nH]1
21%	Cc1cccc(C(=O)Nc2cc3c(cc2N2CCOCC2)n(C)c(=O)n3C)c1
30%[activator][86.2 µM]	COC(=O)[C@@H](C)NC(=O)[C@@H]1CN(C(=O)c2cccc(F)c2)CCN1C(=O)NC(C)C
7%[86.2 µM]	C[S+](=O)([O-])c1cccc(NC(=O)Cc2c[nH]c3ncc(-c4cccnc4)cc23)c1
-10%	Cc1nc(-c2ccccc2OC2CN(C(=O)c3ccoc3)C2)no1
30%	O=C(c1ccc(OC2CCN(C(=O)C3CC3)CC2)cc1)N(CCO)Cc1ccccc1
?	COc1cccc(C2C3=C(COC3=O)Nc3c2c(=O)n(C)c(=O)n3C)c1OC (stereo not drawn)
-24%[86.2 µM]	Cc1noc2c(NCc3cccnc3)cc(-c3ccc(F)cc3)nc12
-21%	CC(C)(C)C(=O)NCC1CCN(Cc2nc(-c3ccccc3)no2)C1 (stereo not drawn)
-18%	Cc1nn2c3c(cnc2c1-c1ccc(Cl)cc1)C(=O)CC(c1ccc(C(C)C)cc1)C3 (stereo not drawn)
46%[activator]	CCn1cc(CNC(=O)c2ccc(OC3CCN(S(=O)(=O)N(C)C)CC3)cc2)cn1
1%	CCC(=O)Nc1ccc(OCC(=O)N(CC)CC2CCOCC2)cc1
4%	O=C(c1cc(C(F)(F)F)cc(C(F)(F)F)c1)N1CCCC(CO)C1 (stereo not drawn)
?	c1ccc(N2CCN(Cc3cc(CC4(NCc5ccncc5)COC4)no3)CC2)cc1
?	Cc1cc(=O)n(CC(=O)Nc2ccc(C)c(C)c2)c(N(C)Cc2ccccc2)n1
-2%	CCOC(=O)c1[nH]c(C)c(CCC(=O)NCc2ccc(C)cc2)c1C
?	O=C(Nc1ccc2c(c1)N(C1CCCC1)C(=O)c1ccccc1S2)c1ccccc1
?	C[C@@H](NC(=O)c1ccccn1)c1onc(-c2ccc(F)cc2)c1C(=O)O
-3%	Cc1ccc(-c2ccnc3c2c(=O)[nH]c(=O)n3CCc2ccccc2)cc1
18%	CN(Cc1cn(C)nc1-c1ccc(C2CCCCC2)cc1)C1CCOC1 (stereo not drawn)
